Tau ThT inhib: inhibitors of human tau fibril formation, thioflavin T binding | P10636 | recombinant tau K18 P301L, heparin-induced fibrillization, ThT fluorescence | Potency, µM (top dose mostly 57.4 µM), for inactives: at the top dose activity, negative = inhibition, hits mostly inhibitors | 2.1% of 270,000 active | AID 1460; further: on the % scale 0 is the no-effect control and ±100 the full control effect; nearly all actives have a fitted effect of over 55% in size
Target sequence (P10636 561-689 P618L limits assumed): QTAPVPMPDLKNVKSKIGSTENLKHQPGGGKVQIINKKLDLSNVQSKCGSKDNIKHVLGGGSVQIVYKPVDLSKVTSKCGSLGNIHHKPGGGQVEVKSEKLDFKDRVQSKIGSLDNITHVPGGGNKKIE
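Tau K18 P301L fragment (15 uM unlabeled plus 0.24 uM Alexa 594-labeled) in 100 mM sodium acetate pH 7 with compound, fibrillization induced by 20 uM heparin for 6 hr at 37 C. Thioflavin T (30 uM) added, fluorescence read after 1 hr (ex 450, em 510 nm).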
HTT ATP protect: cytoprotection in Huntington HTT-Q103 PC12 cell model | PC12 HTT-Q103 induced, cytoprotection, ATP luminescence, 40 h | Potency, µM (highest dose often 56.4 µM), for the others: cytoprotection (ATP increase), actives largely listed as activators | AID 1471 | 0.14% of 230,000 active;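 further: % of control where 0% means no effect; nearly all actives have a fitted effect of over 45% in size; toxic huntingtin expression switched on by the ecdysone agonist tebufenozide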
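PC12 cells stably carrying ecdysone-inducible Htt exon 1 (Q103)–GFP were induced with 100 nM tebufenozide (final) alongside library compounds in a dose series. Cytoprotection was scored as retained ATP by ATPlite luminescence.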
TR SRC2 fluor cs: counter-screen for TRb-SRC2 inhibitors: fluorescence interference; TRb/SRC2 Texas Red total fluorescence interference; 0.29% of 280,000 active; Potency, µM (series often up to 106 µM), without a hit: at the top dose fluorescence change, negative = quenching; active means well fitted curve in either direction with a large enough effect; inconclusive means small, poorly fitted or top-dose-only effect; further: on the % scale 0 is the no-effect control and ±100 the full control effect
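Human TRb ligand-binding domain at 0.6 uM with 20 nM Texas Red SRC2 peptide in Tris buffer containing 1 uM T3 and 5% DMSO, incubated with compound 5 h at ambient temperature. Total fluorescence (555/632 nm) calculated as parallel + 2 × perpendicular.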
RECQ1 inh: inhibitors of human RECQ1 DNA helicase | Potency, µM (top dose mostly 57.3 µM), for the others: at the highest dose activity, negative = inhibition, usual class: inhibitors | RECQ1 DNA unwinding, red fluorescence kinetic read | P46063 | 0.54% of 240,000 active;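 further: plate controls were vehicle for no effect and no enzyme for full effect; nearly all actives have a fitted effect of over 30% in size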
Target sequence (P46063 whole entry, looked up): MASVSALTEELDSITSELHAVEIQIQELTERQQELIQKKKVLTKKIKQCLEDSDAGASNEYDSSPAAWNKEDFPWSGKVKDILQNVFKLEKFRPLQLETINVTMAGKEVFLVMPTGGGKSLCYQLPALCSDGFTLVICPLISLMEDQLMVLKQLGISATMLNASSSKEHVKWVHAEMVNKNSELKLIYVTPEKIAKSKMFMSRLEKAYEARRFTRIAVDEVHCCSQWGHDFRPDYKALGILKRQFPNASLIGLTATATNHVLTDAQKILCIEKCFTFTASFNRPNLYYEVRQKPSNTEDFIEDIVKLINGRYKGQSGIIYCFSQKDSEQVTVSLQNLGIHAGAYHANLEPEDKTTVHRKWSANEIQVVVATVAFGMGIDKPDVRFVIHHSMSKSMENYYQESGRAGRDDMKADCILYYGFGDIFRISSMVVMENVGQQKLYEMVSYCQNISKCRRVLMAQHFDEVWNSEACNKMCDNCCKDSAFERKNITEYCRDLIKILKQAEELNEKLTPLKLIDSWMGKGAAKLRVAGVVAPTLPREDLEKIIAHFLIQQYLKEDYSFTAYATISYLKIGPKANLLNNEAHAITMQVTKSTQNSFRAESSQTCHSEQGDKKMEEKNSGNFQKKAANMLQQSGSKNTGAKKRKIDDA
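RECQ1T1 50 nM; forked duplex (20 bp + 30-nt ss tails) 200 nM, ATP 2 mM final; pH 8.0, 2 mM MgCl2, 2.5 ug/ml poly(dI-dC); 15 min compound preincubation; discontinuous kinetic read over 2 h at RT.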
Tau FP inhib: inhibitors of human tau fibril formation; P10636; K18 P301L tau heparin fibrillization, Alexa594 FP, 6 h; Potency, µM (doses to about 57.7 µM), for the others: top-dose activity, negative = inhibition, actives largely listed as inhibitors; 0.39% of 280,000 active; AID 1468; further: on the % scale 0 is the no-effect control and ±100 the full control effect; nearly all actives have a fitted effect of over 55% in size
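Heparin (20 uM) drove fibril formation of recombinant tau K18 P301L, 15 uM unlabeled with 0.24 uM Alexa 594 label, for 6 hr at 37 C in 100 mM sodium acetate pH 7. Fluorescence polarization (555/632 nm) read 1 hr after 30 uM ThT.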
TRb-SRC2 inh: disrupts binding of human TR beta to SRC2 | AID 1469 | P10828 | TRbeta-SRC2 peptide binding, fluorescence polarization; receptor liganded with 1 µM T3 | Potency, µM (series often up to 106 µM), inactives show at the highest dose activity change, negative = inhibition, most hits filed as inhibitors | 0.065% of 280,000 active;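 further: plate controls were bound peptide for no effect and peptide without receptor for full effect; nearly all actives have a fitted effect of over 50% in size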
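Human TRb LBD (0.6 uM) plus Texas Red-labeled SRC2 peptide (20 nM), 1uM T3, 5% DMSO, 5 hr at ambient temperature. Decreased polarization (555/632 nm) flags inhibition; data normalized to free and bound peptide controls.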
Tau fluor cs: counter-screen for tau fibril formation inhibitors; Potency, µM (doses to about 57.7 µM), for inactives: at the highest dose activity change, negative = decrease; tau K18 P301L Alexa594 fluorescence, heparin fibrillization; 0.93% of 280,000 active; AID 1463; further: on the % scale 0 is the no-effect control and ±100 the full control effect; nearly all actives have a fitted effect of over 55% in size
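Human tau K18 P301L (15 uM unlabeled, 0.24 uM Alexa 594-labeled) in 100 mM sodium acetate pH 7 with 20 uM heparin, 6 hr at 37 C. ThT 30 uM added, 1 hr ambient; Alexa 594 FP and total fluorescence read at 555/632 nm.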
L3MBTL1 inh: L3MBTL1 (human) inhibition | AlphaScreen L3MBTL1–H3K9me1 peptide binding | Potency, µM (doses to about 57.1 µM), for the others: at the highest dose activity, negative = inhibition, hits mostly inhibitors | 0.66% of 230,000 active; further: on the % scale 0 is the no-effect control and ±100 the full control effect; nearly all actives have a fitted effect of over 60% in size
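Read-out is AlphaScreen signal from streptavidin donor and nickel chelate acceptor beads (10 ug/mL final each) bridging L3MBTL1 (50 nM) and biotinylated K9-monomethylated H3(1-15) peptide (75 nM), after 30 min compound exposure at room temperature.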
* = called active by the depositor; i = inactive; ? = inconclusive; . = no result given; [ ] = remark or other dose. Unless noted, the call rests on the fitted dose curve; in most records, active means well fitted curve in the direction sought with a large enough effect; inconclusive means small, poorly fitted or top-dose-only effect, or another doubt; inactive means no such curve, though single readings can be large; an effect the other way counts as inactive or inconclusive. Potency means the concentration at half of the fitted maximal effect. The list is partial; rates above refer to the full screens.

SMILES	Tau ThT inhib	HTT ATP protect	TR SRC2 fluor cs	RECQ1 inh	Tau FP inhib	TRb-SRC2 inh	Tau fluor cs	L3MBTL1 inh
CC(C)Sc1nc2sc3c(c2c(=O)n1-c1ccccc1)CCCC3	?	.	-2%	.	-6%	-9%	-5%	.
CN(Cc1cn(C)nc1-c1ccc(Oc2ccccc2)cc1)CC1COCCO1 (stereo unspecified)	-4%	-46%[inhibitor]	-8%	i	3%	-10%	-7%	32%[activator]
COc1ccc(NC(=O)CSc2cc(C(=O)c3nccn3C)c3ccccc3n2)cc1	6%	8%[10 µM]	-5%	i	8%	4%	6%	-15%
O=c1[nH]c(CSc2ncn[nH]2)nc2ccccc12	-5%	38%[10 µM]	-3%	-5%	1%	3%	2%	3%
O=C(NC(=S)NCC1CCCO1)c1ccccc1 (stereo unspecified)	9%	-16%[10 µM]	-1%	4%	-3%	-5%	7%	-1%
COC(=O)c1ccc(C(NC(=O)OCc2ccccc2)/C(C)=C/[C@@H](C)C(=O)NC2CCCCC2)cc1 (stereo partly specified)	?	-17%	-3%	-6%	-1%	-6%	-13%	.
O=S(=O)(NCc1ccco1)c1cccc(S(=O)(=O)N2CCCCC2)c1	-10%	12%[10 µM]	-4%	0%	-3%	3%	-6%	-8%
O=C(CN1CCCCC1)N/N=C/c1cc2ccccc2nc1Cl	-2%	-13%	0%	0%	-6%	-10%	-4%	.
Cc1ccc(-c2nc3n(n2)C(c2ccccc2Cl)C=C(c2ccc(Cl)cc2)N3)cc1 (stereo unspecified)	-14%	.	?	.	-15%	0%	-11%	.
Oc1c(C(c2ccc(Cl)cc2)N2CCCC2)cc(Cl)c2cccnc12 (stereo unspecified)	?	-104%[inhibitor]	-1%	i	-8%	-10%	-27%	?
Cc1cc(-c2ccccc2)nn1-c1nc2c(c(=O)[nH]c(=O)n2C)n1C	-5%	-26%[0.074 µM]	0%	6%	3%	0%	2%	.
O=[N+]([O-])c1cccc(-c2cc(C(F)(F)F)n3nc(-c4ccccc4)cc3n2)c1	.	-1%[10 µM]	-3%	3%	14%	3%	-15%	.
CCOC(=O)c1cc(CC)sc1NC(=O)c1ccc(N2CCOCC2)c([N+](=O)[O-])c1	-11%	?	0%	-5%	-5%	-15%	-17%	-11%
Cc1nnc(SCc2nc3ccccc3[nH]2)s1	-5%	-8%	0%	-14%	-8%	-2%	-7%	3%
O=C1NCC(O)=C1C=NCCCO	5%	-15%[10 µM]	1%	-1%	-2%	-4%	0%	-1%
c1csc(CNCCN2CCOCC2)c1	-4%	11%	-6%	-1%	2%	-10%	0%	.
COc1cc(C(=O)NCC(=O)N/N=C/c2c(C)[nH]c3ccccc23)cc(OC)c1OC	?	-5%[10 µM]	-1%	-4%	2%	8%	?	-4%
CCC(C)[C@H](N)c1nnc(SCc2ccc(Cl)c(Cl)c2)o1 (stereo partly specified)	-5%	.	5%	.	3%	1%	-14%	.
O=C(NCc1cccs1)C1CCN(S(=O)(=O)c2cccc3nsnc23)CC1	-6%	-17%	1%	5%	3%	2%	-2%	13%
CC(C)N(Cc1ccccc1)C(=O)COC(=O)c1cnccn1	-2%	-5%	-2%	-14%	-4%	3%	5%	0%
COc1ccccc1C(CC(=O)c1ccccc1)CC(=O)c1ccccc1	-6%	-32%	-6%	-8%	-8%	-3%	-19%	35%[activator]
O=c1[nH]c(Cc2ccccn2)nc2scc(-c3ccccc3Cl)c12	?	-27%	-1%	i	0%	11%	-8%	10%
On1c(-c2ccc(Cl)cc2)nc2ccccc21	-6%	-22%[10 µM]	-9%	-1%	1%	-6%	-6%	9%
Cc1cc(C)cc(NS(=O)(=O)c2ccc(NC(=O)C3CCCCC3C(=O)O)cc2)c1 (stereo unspecified)	1%	-5%[10 µM]	-1%[53 µM]	i	-2%	-1%[53 µM]	5%	2%
COc1ccccc1NC(=O)N1CCCC(C(=O)Nc2cccc(C)c2C)C1 (stereo unspecified)	?	-29%[10 µM]	-5%	14%	-7%	1%	3%	1%
O=C(CSc1nc2ccccc2c(=O)[nH]1)Nc1ccc(S(=O)(=O)N2CCCC2)cc1	14%	-27%[10 µM]	-6%	i	-6%	3%	-17%	12%
CCc1ccccc1Nc1nn2c(=O)c3ccc(C(=O)NC4CCC(C)CC4)cc3nc2s1 (stereo unspecified)	8%	.	-2%	.	4%	4%	4%	.
CC(C)c1cc(C(=O)N/N=C/c2c[nH]c3ccccc23)n[nH]1	.	15%[10 µM]	-4%	-7%	7%	-4%	-16%	.
Brc1cccc(OCCSc2ncccn2)c1	-13%	-13%[10 µM]	0%	20%	-3%	4%	-15%	79%[activator]
Cc1ccc2cc(C(c3nnnn3C3CCCC3)N3CCN(c4ccc(F)cc4)CC3)c(=O)[nH]c2c1 (stereo unspecified)	?	-26%[10 µM]	2%	-7%	-15%	-17%	-19%	-5%
CCOc1ccc(C(=O)NCCc2csc(-c3cccnc3)n2)cc1	?	.	-4%	.	-8%	2%	-5%	.
Cc1ccc(S(=O)(=O)Nc2cc3c(cc2NCc2ccccc2)n(C)c(=O)n3C)cc1	?	.	-2%	.	?	-5%	?	.
COc1ccc2[nH]c(=O)c(C(c3nnnn3C3CCCC3)N(C)C3CCCCC3)cc2c1 (stereo unspecified)	-17%	-14%[10 µM]	1%	-7%	3%	-6%	-9%	2%
CS(=O)(=O)N(CC(=O)N1CCC(C(N)=O)CC1)c1ccc(Oc2ccccc2)cc1	2%	-18%	-3%	-8%	1%	2%	-2%	3%
O=C(c1ccccc1F)N1CCN(c2ccc([N+](=O)[O-])c(NCC3CCCO3)c2)CC1 (stereo unspecified)	?	-38%[inhibitor]	-2%	i	12%	5%	-12%	-16%
Cn1c(SCc2ccc(Br)cc2)nnc1-c1cccs1	-17%	-26%[0.074 µM]	0%	-2%	2%	-6%	-5%	-1%
N#Cc1nc(-c2ccco2)oc1NCc1ccco1	-7%	-1%[10 µM]	0%	-6%	1%	-3%	-4%	-12%
CN(C(=O)C1CCC1C(=O)O)c1nc(-c2ccc(Cl)s2)cs1 (stereo unspecified)	?	6%[10 µM]	-4%	1%	-2%	-4%	-17%	-4%
COC(=O)Cc1ccc2oc(-c3cccnc3)nc2c1	-3%	7%[10 µM]	-5%	-10%	-13%	2%	2%	-6%
O=c1c2oc3ccccc3c2n(Cc2cccc(F)c2)c(=O)n1Cc1ccc2c(c1)OCO2	2%	.	0%	.	-11%	3%	-15%	.
COc1ccc(NC(=O)CC2C(=O)N(c3cccc(OC)c3)C(=O)N2Cc2ccc3c(c2)OCO3)cc1 (stereo unspecified)	1%	.	-1%	.	3%	-2%	-19%	.
N#Cc1c(N)sc(=S)c2c1CCCCC2	13µM*	-8%[10 µM]	4%	?	?	-14%	?	?
CCOC(=O)c1c(N)n[nH]c1-c1ccc(OC)cc1	1%	-15%	-3%	-4%	10%	-14%	3%	-7%
c1ccc(CCc2ccccc2-c2nc(-c3cccnc3)no2)cc1	?	-13%	-6%	-5%	-3%	-12%	-22%	83%[activator]
Cc1ccc(CSc2nnc(-c3ccc(S(=O)(=O)N4CCCC4)cc3)o2)cc1	-6%	10%	1%	-10%	-5%	9%	-6%	3%
COc1ccccc1N(CN1C(=O)c2ccccc2C1=O)C(=O)c1cccnc1	2%	-1%	1%	-11%	-1%	9%	5%	-2%
COCCOC(=O)c1c(N)n(CCCN2CCOCC2)c2nc3ccccc3nc12	-8%	-6%[10 µM]	-2%	0%	3%	-4%	-8%	4%
CCC(CC)C(=O)Nc1c2cnn(-c3ccccc3)c2nc(=O)n1-c1ccccc1	-6%	-15%	0%	i	-7%	3%	-6%	1%
Cc1ccc(CN2CCN(Cc3ccc(O)cc3)CC2CCO)o1 (stereo unspecified)	-23%	-12%[10 µM]	1%	-8%	-6%	-3%	-19%	-9%
c1ccc(-c2nnc3n2-c2ccccc2SC3)cc1	-5%	-6%[10 µM]	0%	-2%	-11%	-7%	-10%	4%
Following part
SMILES	Tau ThT inhib	HTT ATP protect	TR SRC2 fluor cs	RECQ1 inh	Tau FP inhib	TRb-SRC2 inh	Tau fluor cs	L3MBTL1 inh
COc1ccc(N(CC(=O)NCC2CCCO2)S(=O)(=O)c2c(C)noc2C)cc1 (stereo unspecified)	-9%	11%	-2%	-1%	0%	0%	-2%	-1%
c1ccn2cc(CSc3nnc4ccccn34)nc2c1	-3%	-25%	0%	-3%	-1%	9%	1%	-3%
O=C1C(=O)N(C2CCN(S(=O)(=O)c3ccc(F)cc3)CC2)CCN1Cc1ccccc1	6%	.	0%	.	-2%	0%	-3%	.
C=CCONC(=O)c1cc(OCC(F)(F)F)ccc1OCC(F)(F)F	3%	1%	-2%	-10%	-8%	4%	0%	2%
Cc1nnc(N(C)C(=O)c2ccncc2)s1	4%	?	-3%	i	2%	0%	5%	3%
COc1ccc(CC(=O)NCc2ccccn2)cc1OC	-5%	-1%	3%	-3%	8%	-2%	-2%	-6%

From PubChem BioAssay
